Screens: PubChem, National Center for Advancing Translational Sciences (NCATS)
DT40 TDP1 CPT: qHTS for Inhibitors of human tyrosyl-DNA phosphodiesterase 1 (TDP1): qHTS in cells in presence of CPT; chicken DT40 Tdp1-/-;hTDP1 cells + 20 nM CPT, ATP luminescence, 48 h; Potency, µM (doses to about 46.2 µM), inactives show at the top dose activity change, negative = growth inhibition, most hits filed as inhibitors; 420,000 tested, 12% active; note: nearly all actives have a fitted effect of over 55% in size
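Chicken DT40 Tdp1-/- cells complemented with human TDP1, 400 cells/well, exposed to compounds plus 20 nM camptothecin for at least 48 h at 37 C; viability read as ATP content by CellTiter-Glo luminescence.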
TDP1 cell noCPT: qHTS for Inhibitors of human tyrosyl-DNA phosphodiesterase 1 (TDP1): qHTS in cells in absence of CPT; DT40 Tdp1-/- hTDP1 cells, no CPT, ATP luminescence, 48 h; Potency, µM (highest dose often 46.2 µM), inactives show at the top dose activity change, negative = growth inhibition, most hits filed as inhibitors; 420,000 tested, 15% active; AID 686978, 2013; note: nearly all actives have a fitted effect of over 55% in size
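Stably hTDP1-transfected Tdp1-null chicken DT40 cells were treated with library compounds minus camptothecin and grown for at least 48 hr at 37 °C, after which cellular ATP was quantified by luminescence.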
TDP1 inh: qHTS Assay for Inhibitors of Tyrosyl-DNA Phosphodiesterase (TDP1) | 350,000 tested, 0.28% active | recombinant TDP1, AlphaScreen DNA substrate cleavage | Potency, µM (highest dose often 130 µM), without a hit: at the top dose activity change, negative = inhibition, most hits filed as inhibitors; note: nearly all actives have a fitted effect of over 40% in size
Target sequence (Q9NUW8 whole entry, looked up): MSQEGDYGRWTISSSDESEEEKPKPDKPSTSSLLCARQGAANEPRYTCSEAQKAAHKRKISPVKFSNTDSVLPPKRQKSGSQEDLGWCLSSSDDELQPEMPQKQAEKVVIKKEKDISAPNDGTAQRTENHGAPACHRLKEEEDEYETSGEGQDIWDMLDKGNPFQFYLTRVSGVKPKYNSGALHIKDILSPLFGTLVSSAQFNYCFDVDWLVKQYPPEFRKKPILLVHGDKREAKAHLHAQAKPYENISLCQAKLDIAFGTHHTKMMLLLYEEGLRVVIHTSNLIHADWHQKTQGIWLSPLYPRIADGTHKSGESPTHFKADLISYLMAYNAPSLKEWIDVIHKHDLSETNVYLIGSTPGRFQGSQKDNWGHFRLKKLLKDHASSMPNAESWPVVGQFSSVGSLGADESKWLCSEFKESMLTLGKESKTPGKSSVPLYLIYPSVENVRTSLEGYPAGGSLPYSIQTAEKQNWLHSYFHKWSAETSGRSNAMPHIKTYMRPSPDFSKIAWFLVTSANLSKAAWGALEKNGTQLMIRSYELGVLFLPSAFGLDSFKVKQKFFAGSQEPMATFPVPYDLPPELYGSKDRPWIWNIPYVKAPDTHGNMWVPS
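Tdp1 1 nM final; 15 min RT w/ cpd; substrate 15 nM, 5 min; beads 10 ug/ml, 10 min; AlphaScreen read. Neg ctrl: no enzyme.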
* hit, by the source's call; u = inconclusive; x = not tested or not shown; & = joins results of further samples; [ ] = another dose, or the depositor's remark. Calls come from the whole dose curve; as a rule, active = well fitted curve in the direction sought with a large enough effect; inconclusive = small, poorly fitted or top-dose-only effect, or another doubt; inactive = no such curve, though single readings can be large; an effect the other way counts as inactive or inconclusive. % is set by controls: 0 for no effect and ±100 for the full control effect; potency is the fitted concentration of half-maximal effect.

| canonical_smiles | DT40 TDP1 CPT | TDP1 cell noCPT | TDP1 inh |
| --- | --- | --- | --- |
| CCc1ccc(NC(=O)c2ccc(CN3C(=O)C(C)=C(c4ccc(C)cc4)S3(=O)=O)cc2)cc1 | u | 10µM* | 6% |
| O=C(CSc1nc2ccccc2c(=O)n1CCCN1CCOCC1)Nc1ccc(F)c(Cl)c1 | u | u | 3% |
| Cc1sc2ncnc(SCC(=O)Nc3cccc(S(N)(=O)=O)c3)c2c1C | 0% | u | 2% |
| Fc1ccccc1N1CCN(c2nc(-c3cccs3)nc3ccccc23)CC1 | u | u | -2%&-8% |
| CC1(OC(=O)C2CCCC2)C(=O)C=C2C=C(c3ccsc3)N(CC3CC3)C=C2C1=O (stereo not given) | -13% | u | 7%[12.3 µM] |
| O=C(Nc1cc(-c2nc3ccccc3s2)ccc1Cl)c1ccc2c(c1)OCO2 | u | u | 2% |
| CC(C)NC(=O)c1onc(CSc2ccc(Cl)cc2)c1C(=O)O | -9% | -20% | 2% |
| Cc1ccccc1-n1sc2cc(F)ccc2c1=O | 1.8µM* | 2.6µM* | 10% |
| O=[N+]([O-])c1ccc2oc(/C=C/c3ccc(O)cc3)nc2c1 | -6% | u | x |
| O=C(CN(Cc1ccccc1)C(=O)CSc1nnc(COc2ccccc2)o1)NC1CCCC1 | -21% | u | 1% |
| CCN(CC)c1ccc(NS(=O)(=O)c2cc(-c3onc(C)c3C)ccc2OC)c(C)c1 | 23µM* | u | 5% |
| Cn1cccc1-c1cc(C(=O)N/N=C/C=C/c2ccccc2)[nH]n1 | u | u | 8% |

By substructure, those above with fluorine.
| canonical_smiles | DT40 TDP1 CPT | TDP1 cell noCPT | TDP1 inh |
| --- | --- | --- | --- |
| O=C(CSc1nc2ccccc2c(=O)n1CCCN1CCOCC1)Nc1ccc(F)c(Cl)c1 | u | u | 3% |
| Fc1ccccc1N1CCN(c2nc(-c3cccs3)nc3ccccc23)CC1 | u | u | -2%&-8% |
| Cc1ccccc1-n1sc2cc(F)ccc2c1=O | 1.8µM* | 2.6µM* | 10% |

Next section:
| canonical_smiles | DT40 TDP1 CPT | TDP1 cell noCPT | TDP1 inh |
| --- | --- | --- | --- |
| CCN(CCNC(=O)C1CCCN(S(=O)(=O)CC)C1)c1ccccc1 (stereo not given) | -2% | -2% | -6% |
| COc1ccc(O)c(/C=N/NC(=O)CCC(=O)Nc2ccc(C)cc2)c1 | u | 21µM* | x |
| O=C1c2cccnc2C(O)N1Cc1ccc(F)cc1 (stereo not given) | -2% | 5% | 2%[56.1 µM] |
| O=C(NCc1cc(Cl)cc(Cl)c1)c1ccc2sc([C@H]3C[C@H](O)[C@@H](CO)O3)nc2c1 | 21µM* | u | x |
| Cc1cccc(C)c1OCC(=O)Nc1nc(-c2ccc(Br)cc2)ns1 | u | 16µM* | -3% |
| OC[C@@H]1CN(Cc2ccc(Cl)cc2)C[C@H](n2cnc3c(N4CCN(c5ccccc5)CC4)ncnc32)O1 | u | 18µM* | x |
| COc1cc(OC)cc(-c2nnc(NC(=O)c3ccc4c(c3)OCCO4)o2)c1 | 10µM* | 8.2µM* | 2% |
| CN(CCO)c1ccc(C(C(=O)c2ccccc2)c2ccc(N(C)CCO)cc2)cc1 | u | -28% | 12% |
| CNc1nc(Nc2ccc(Br)cc2)nc(N)c1[N+](=O)[O-] | -16% | u | 2% |
| COc1ccc(-c2ccc3c(N)c(C(=O)NCc4ccc(C)cc4)sc3n2)cc1 | -23% | u | x |
| CCOC(=O)c1c(NC(C)=O)sc2c(OCC(O)CN(CC)CC)c(Br)ccc12 (stereo not given) | u | 21µM* | 6% |
| COc1cccc2cc(-c3csc(CCn4nc(C)cc4C)n3)c(=O)oc12 | u | 23µM* | 0% |

6 successive compounds out of the list so far, quoted:
| canonical_smiles | DT40 TDP1 CPT | TDP1 cell noCPT | TDP1 inh |
| --- | --- | --- | --- |
| Fc1ccccc1N1CCN(c2nc(-c3cccs3)nc3ccccc23)CC1 | u | u | -2%&-8% |
| CC1(OC(=O)C2CCCC2)C(=O)C=C2C=C(c3ccsc3)N(CC3CC3)C=C2C1=O (stereo not given) | -13% | u | 7%[12.3 µM] |
| O=C(Nc1cc(-c2nc3ccccc3s2)ccc1Cl)c1ccc2c(c1)OCO2 | u | u | 2% |
| CC(C)NC(=O)c1onc(CSc2ccc(Cl)cc2)c1C(=O)O | -9% | -20% | 2% |
| Cc1ccccc1-n1sc2cc(F)ccc2c1=O | 1.8µM* | 2.6µM* | 10% |
| O=[N+]([O-])c1ccc2oc(/C=C/c3ccc(O)cc3)nc2c1 | -6% | u | x |

(more compounds)
| canonical_smiles | DT40 TDP1 CPT | TDP1 cell noCPT | TDP1 inh |
| --- | --- | --- | --- |
| COCCCNc1oc(COc2ccc(Cl)cc2Cl)nc1C#N | u | u | 7% |
| Nc1c(Br)cc(Br)c2c1-c1ccc([N+](=O)[O-])cc1C2 | -22% | -5% | x |
| COc1ccc(Cl)cc1NC(=O)Cn1c(=O)n(Cc2ccco2)c(=O)c2cccnc21 | u | 16µM* | -3% |
| O=C(NCC(c1ccco1)N1CCc2ccccc2C1)c1ccccc1Cl (stereo not given) | u | u | -11%[0.505 µM] |
| CCOc1c(O)ccc(/C=C2\SC(=S)NC2=O)c1[N+](=O)[O-] | 23% | -5% | 0% |
| CCC(C(=O)NCc1ccccc1Cl)n1c(=O)c2cccn2c2ccccc21 (stereo not given) | u | u | 3% |
| Cc1cccc(-c2nc3c4ccccc4nc(NCc4ccc(F)cc4)n3n2)c1 | -4% | -25% | 0% |
| O=C(N/N=C/c1cccs1)c1ccc2c(c1)OCO2 | -10% | -26% | 1% |
| COc1ccc(CCNC2=C(Cl)C(=O)N(Cc3ccccc3)C2=O)cc1OC | u | 21µM* | 0% |
| CCOc1ccc(NC(=O)CN(C)C(=O)Cc2c(C)nc3ccccc3c2C)cc1OCC | -23% | u | 2% |
| CCCC#Cc1ccc2c(c1)O[C@H](CN(C)S(=O)(=O)c1cccc(OC)c1)[C@H](C)CN([C@H](C)CO)S2(=O)=O | 15µM* | 16µM* | x |
| COc1ccc(CCn2c3c(c(=O)[nH]c2=S)CN(C)CN3)cc1OC | 10% | 1% | 0% |

A second format for part of the listing above:
> CCC(C(=O)NCc1ccccc1Cl)n1c(=O)c2cccn2c2ccccc21 (stereo not given)
- DT40 TDP1 CPT: u
- TDP1 cell noCPT: u
- TDP1 inh: 3%

> Cc1cccc(-c2nc3c4ccccc4nc(NCc4ccc(F)cc4)n3n2)c1
- DT40 TDP1 CPT: -4%
- TDP1 cell noCPT: -25%
- TDP1 inh: 0%

> O=C(N/N=C/c1cccs1)c1ccc2c(c1)OCO2
- DT40 TDP1 CPT: -10%
- TDP1 cell noCPT: -26%
- TDP1 inh: 1%

Next section:
| canonical_smiles | DT40 TDP1 CPT | TDP1 cell noCPT | TDP1 inh |
| --- | --- | --- | --- |
| CN(C)/C=C1\C(=O)N(c2ccc(Oc3ccccc3)cc2)CS1=O (stereo not given) | 15% | -2% | 6% |
| CCN(CC)C(CNC(=O)c1cc(=O)[nH]c2ccccc12)c1ccccc1Cl (stereo not given) | -1% | -15% | x |
| COC(=O)C1=CN(c2ccc(Oc3ccccc3)cc2)C(N)=C(C#N)C1c1ccccc1 (stereo not given) | u | 15µM* | x |
| Cc1ccc(/C=N/N(C)C2=NS(=O)(=O)c3ccccc32)cc1 | u | -16% | x |
| OC(c1ccc(Cl)c(F)c1)c1ncc(-c2cccc(C(F)(F)F)c2)[nH]1 (stereo not given) | u | 23µM* | x |
| Cc1nc2cnc(Oc3ccccc3)nc2n(CCC#N)c1=O | -7% | -11% | x |
| Cc1cc(N2CCOCC2)nc(SCc2ccc(Cl)cc2Cl)n1 | 14% | u | -1% |
| Cc1nn(-c2ccccc2)c(C)c1/C=N/NC(=O)c1cc(O)cc(O)c1 | 2% | -14% | 0% |
| CCN(CC)S(=O)(=O)c1cccc(C(=O)NC(C(=O)Nc2nnc(C)s2)C(C)C)c1 (stereo not given) | u | u | 0% |
| COc1ccc(-c2cc(CNc3nc4cc(-c5ccccc5C)sc4c(=O)n3C)on2)cc1 | 16µM* | 21µM* | x |
| CSc1ncccc1C(=O)NCCc1ccc(S(N)(=O)=O)cc1 | -1% | -10% | -4% |
| O=C(CCn1c2c(c3ccccc31)CCCC2)NNC(=O)c1ccccc1C(=O)O | -3% | 1% | 11% |
| COC(=O)c1sccc1N(C)S(C)(=O)=O | 24% | -4% | 0% |
| Cc1ccc(S(=O)(=O)N2CCC(C(=O)N/N=C/c3ccccc3[N+](=O)[O-])CC2)cc1 | 6% | -7% | 8% |
| Cc1nc(Nc2ccc(F)cc2)[nH]c(=O)c1CCC(C)C | u | u | 2% |
| O=S(=O)(NCC1CCCO1)c1cc(Br)c(Br)s1 (stereo not given) | -18% | -17% | 3% |
| CNC(=O)c1cc(C(=O)c2ccc(F)cc2Cl)c[nH]1 | 1% | -24% | x |
| Fc1cccc(Cc2noc(CN3CCN(C4CCc5ccccc5C4)CC3)n2)c1 (stereo not given) | u | u | 1% |
| COc1ccc(/C=N/NC(=O)CCN2CCCCC2c2cccnc2)cc1Cn1cc([N+](=O)[O-])cn1 (stereo not given) | u | -25% | 4% |
| COC(=O)c1c(C)[nH]c(C(=O)C(C)OC(=O)c2cc(C)oc2C)c1C (stereo not given) | u | 16µM* | 1% |
| O=C(COC(=O)/C=C/c1ccco1)NCc1ccco1 | -11% | 5% | x |
| Cc1ccc(S(=O)(=O)N2C[C@H]3C(=O)C[C@@H](c4ccccc4)N(S(=O)(=O)c4cccc(C)c4)[C@H]3C[C@H]2c2ccccc2)cc1 | -23% | u | x |
| CCOc1ccc(NC(=O)c2ccc(CSc3nnnn3C)cc2)cc1 | -9% | -21% | -5% |
| COc1ccc(NC(=O)c2oc3ccccc3c2NC(=O)Cc2cccs2)c(OC)c1 | u | u | 4% |

A few values from the results shown.
CNC(=O)c1cc(C(=O)c2ccc(F)cc2Cl)c[nH]1 in DT40 TDP1 CPT is entered as 1%
Cc1ccc(S(=O)(=O)N2CCC(C(=O)N/N=C/c3ccccc3[N+](=O)[O-])CC2)cc1 in DT40 TDP1 CPT is entered as 6%

Remaining list, next part
| canonical_smiles | DT40 TDP1 CPT | TDP1 cell noCPT | TDP1 inh |
| --- | --- | --- | --- |
| Cc1ccsc1/C=N/NC(=O)c1sccc1C | u | u | 0% |
| O=C(/C=C/c1ccc(Cl)cc1)NCCCN1CCOCC1 | -24% | 9% | 2% |
| CCC(=O)Nc1ccc(NC(=S)Nc2ccccc2)cc1 | 19% | 9% | -3% |
| CCn1c(SCC(=O)Nc2ccc3[nH]c(=O)[nH]c3c2)nc2ccccc21 | -24% | -22% | 0% |
| COCCNC(=O)CCc1nc2cccnc2n1Cc1ccc(OC)cc1 | 0%&34% | -1%&-26% | 4% |
| Cc1[nH]c2ccccc2c1/C=N/NC(=O)c1cc(-c2ccncc2)nc2ccccc12 | 5.8µM* | 5.2µM* | 9% |
| CC1CCN(C(=O)c2cc3ccccc3o2)CC1 | -5% | -11% | 1% |
| COc1cccc(OCc2cc(C(=O)N(C)CCC3CCCCO3)no2)c1 (stereo not given) | -1% | -13% | -1% |
| Cc1cccc(OCCCn2c(CCNC(=O)C(C)C)nc3ccccc32)c1 | u | 16µM* | 2% |
| O=Cc1ccc([B-](F)(F)F)s1 | 11% | 1% | x |
| Cc1ccc(C(=O)OCC(=O)Nc2cc(C(C)(C)C)no2)c(C)c1 | u | u | 0% |
| O=C(CC(c1ccccc1)c1cc(Cl)ccc1O)NCCN1CCOCC1 (stereo not given) | -28% | -25% | 3% |
| Cn1c(N/N=C/c2c[nH]c3ccccc23)nc2ccccc21 | u | u | 12% |
